Screens as filed in PubChem BioAssay.
S-ASM inh = inhibitors of human secretory acid sphingomyelinase | Potency, µM (top dose mostly 57.5 µM), without a hit: at the top dose activity change, negative = inhibition, hits mostly inhibitors | placental ASM, HMU-PC fluorogenic substrate, 60 min | 340,000 tested, 0.006% active | P17405; note: potency is the fitted concentration of half-maximal effect
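Fluorogenic HMU-PC substrate (9 uM final) is turned over by placental ASM in 60 min at 37 C after a 10 min compound preincubation. Reaction ended by alkaline stop (pH 10), with fluorescence read at 386/447 nm.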
B2AR arrestin = agonists driving beta-arrestin recruitment to human beta2-adrenergic receptor | P07550 | beta-arrestin recruitment to beta2AR, cell-based reporter | Potency, µM (series often up to 46.1 µM), without a hit: at the top dose activation, usual class: activators | 330,000 tested, 0.02% active;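 note: potency is the fitted concentration of half-maximal effect; 0% = DMSO controls and full agonism = EC100 isoproterenol or metaproterenol; nearly all actives have a fitted effect of over 65% in size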
Giardia kill = kills Giardia lamblia; Giardia lamblia trophozoite viability; AID 540267; 340,000 tested, 0.15% active; activity change, % at 7.66 µM, hits read low; in the data active = activity change below about -80%; inconclusive = between about -30% and that limit;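 note: parasites exposed to compound for two days anaerobically before the ATP read; % is set by controls: 0 for no effect and ±100 for the full control effect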
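Killing of trophozoites was scored by loss of ATP luminescence after a 48 hrs anaerobic exposure to compounds at 37 deg C, using 100 cells per well.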
Tb PFK block = blocks T. brucei phosphofructokinase | T. brucei PFK, ADP-Glo luminescence | Potency, µM (doses to about 57.5 µM), for inactives: at the highest dose activity, negative = inhibition, actives largely listed as inhibitors | O15648 | 330,000 tested, 0.17% active;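 note: potency is the fitted concentration of half-maximal effect; 0% = uninhibited 1x PFK enzyme wells and -100% = no-enzyme wells; nearly all actives have a fitted effect of over 60% in size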
Target sequence (O15648 whole entry, looked up): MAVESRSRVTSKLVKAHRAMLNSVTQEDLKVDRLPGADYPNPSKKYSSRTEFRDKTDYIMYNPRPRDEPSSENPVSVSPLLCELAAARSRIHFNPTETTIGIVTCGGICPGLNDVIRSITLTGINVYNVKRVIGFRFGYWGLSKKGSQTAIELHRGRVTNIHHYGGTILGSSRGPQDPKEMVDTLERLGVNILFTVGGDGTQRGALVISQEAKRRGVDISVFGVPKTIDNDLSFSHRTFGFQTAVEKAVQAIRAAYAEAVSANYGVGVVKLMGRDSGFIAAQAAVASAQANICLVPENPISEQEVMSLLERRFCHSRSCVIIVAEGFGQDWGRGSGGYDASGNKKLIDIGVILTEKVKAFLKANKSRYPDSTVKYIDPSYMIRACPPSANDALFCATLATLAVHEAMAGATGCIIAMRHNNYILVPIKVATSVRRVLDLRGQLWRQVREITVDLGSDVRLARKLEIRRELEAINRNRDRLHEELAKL
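Luminescent ADP detection (ADP-Glo, two-step: ATP depletion then ADP-to-ATP conversion for luciferase) reported PFK activity after 45 min room-temperature reaction of 1.25 nM enzyme with 0.5 mM F6P and 0.1 mM ATP at pH 8.0.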
PKM2 activator = PKM2 (human) enzyme activation | Potency, µM (top dose mostly 57.5 µM), for inactives: top-dose activation, usual class: activators | AID 1631 | purified PKM2, Kinase-Glo ATP luminescence, activation; response scale: 0% is enzyme alone, no compound | P14618 | 260,000 tested, 0.34% active; note: potency is the fitted concentration of half-maximal effect; % is set by controls: 0 for no effect and ±100 for the full control effect; nearly all actives have a fitted effect of over 55% in size
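Kinase-Glo luminescence reports ATP generated from ADP (0.1 mM) and PEP (0.5 mM) by purified hPK-M2 after 1 h at room temperature, pH 7.2 imidazole buffer; intermediate enzyme activity allows detecting inhibitors and activators.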
GALK inh = galactokinase (human) inhibition; P51570; Purified GALK, Kinase-Glo residual ATP luminescence; Potency, µM (titrated, usually from 57.5 µM), without a hit: at the highest dose activity change, negative = inhibition, most hits filed as inhibitors; 270,000 tested, 0.007% active; AID 1868; note: potency is the fitted concentration of half-maximal effect; % is set by controls: 0 for no effect and ±100 for the full control effect
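The enzyme phosphorylates galactose (100 uM) using ATP (35 uM); inhibition is detected as higher residual ATP, quantified by bioluminescence after 1 h reaction at room temperature, pH 8.0.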
TSG101-PTAP inh = blocks PTAP/TSG101 interaction to inhibit HIV-1 budding; Fluorescence polarization, FITC-PTAP peptide / Tsg101 binding; Potency, µM (highest dose often 115 µM), inactives show top-dose activity change, negative = inhibition, hits mostly inhibitors; 340,000 tested, under 10 active; AID 493005; active = well fitted inhibition curve with a large enough effect in the main read-out, with a control signal flat, not every such curve was filed as active; inconclusive = small, poorly fitted or top-dose-only effect, or effect the other way, or a change in a side signal; inactive = no such curve, though single readings can be large or run the other way; note: potency is the fitted concentration of half-maximal effect; % of control where 0% means no effect
Target sequence (Q99816 whole entry, looked up): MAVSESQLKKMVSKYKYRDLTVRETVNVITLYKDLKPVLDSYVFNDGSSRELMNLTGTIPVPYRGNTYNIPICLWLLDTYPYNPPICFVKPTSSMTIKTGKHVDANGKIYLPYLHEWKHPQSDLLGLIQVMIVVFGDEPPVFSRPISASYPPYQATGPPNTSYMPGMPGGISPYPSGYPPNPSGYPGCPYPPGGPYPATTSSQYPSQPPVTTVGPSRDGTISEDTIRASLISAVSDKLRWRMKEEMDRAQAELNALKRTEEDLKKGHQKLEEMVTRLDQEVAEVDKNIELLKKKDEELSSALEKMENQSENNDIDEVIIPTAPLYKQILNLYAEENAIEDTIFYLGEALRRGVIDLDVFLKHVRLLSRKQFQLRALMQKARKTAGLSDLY
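FP read-out: FITC-PTAP peptide, 50 nM final, binding Tsg101 binding domain, 10 uM final; 20 min, r.t.; 10 mM HEPES pH 7.5, 0.15 M NaCl, 0.01% Tween 20, 3 mM EDTA, 0.1 mM TCEP.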
FBPA coupling cs = coupling enzyme interference in Giardia aldolase counter-screen | 290,000 tested, 0.67% active | activity change, negative = inhibition, % at 58.2 µM, hits read low | AID 2472 | coupling enzyme system counterscreen, AmpLite Red fluorescence; in the data active = activity change below about -30%; note: % is set by controls: 0 for no effect and ±100 for the full control effect
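Final compound at 57.5 uM, incubated 10 min at RT with coupling enzyme reagent (glyceraldehyde-3-phosphate), then 20 min with substrate and AmpLite Red detection. Fluorescence read at 525/598 nm; tests interference with the coupling assay, not aldolase inhibition.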
Menin-MLL TR inh = inhibitors of human menin-MLL interaction, mutant MLL peptide. O00255. Menin + Texas Red MLL mutant peptide, fluorescence polarization. Potency, µM (doses to about 61.6 µM), inactives show at the top dose FP activity change, negative = inhibition, actives largely listed as inhibitors. 270,000 tested, 0.23% active. AID 1768; active = well fitted inhibition curve with a large enough effect in the polarisation, with a control signal flat, not every such curve was filed as active; inconclusive = small, poorly fitted or top-dose-only effect, or effect the other way, or a change in a side signal; inactive = no such curve, though single readings can be large or run the other way; the % refers to the polarisation; note: potency is the fitted concentration of half-maximal effect; % of control where 0% means no effect; many of its hits are not listed in these tables
BCR signal inh = inhibitors of chronic active B-cell receptor signaling. ABC-DLBCL IkBa-CBG/CBR reporter, luminescence ratio, 4 h. Potency, µM (titrated, usually from 46.1 µM), for inactives: at the top dose ratio change, negative = lower green/red ratio, most hits filed as inhibitors. 340,000 tested, 0.05% active; active = well fitted inhibition curve with a large enough effect in the signal ratio, with a control signal flat, not every such curve was filed as active; inconclusive = small, poorly fitted or top-dose-only effect, or effect the other way, or a change in a side signal; the % refers to the signal ratio;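 note: potency is the fitted concentration of half-maximal effect; plate controls were basal doxycycline-induced cells for no effect and cells given 10 µM MG132 for full effect; MG132 reads +100%, hits lower the ratio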
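TMD8 human ABC-DLBCL cells with doxycycline-inducible IκBα–green luciferase fusion and unfused red luciferase, in 0.5% FBS medium; compounds up to 46 uM, 4 h at 37C. Green/red luminescence ratio, filter-overlap corrected, fitted to concentration-response curves.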
a7 integrin act = activates integrin-mediated alleviation for muscular dystrophy; AID 624291; Potency, µM (highest dose often 38.3 µM), inactives show at the top dose activation, most hits filed as activators; 350,000 tested, 0.064% active; alpha7betagal myoblasts, beta-gal FDG fluorescence, 48 h;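 note: potency is the fitted concentration of half-maximal effect; 100% = response of the positive control SU9516; nearly all actives have a fitted effect of over 60% in size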
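Alpha7betagal+/- myoblasts (passage 13) were plated 16-24 hr, then exposed to compounds (1:260 dilution of DMSO stock) for 48 hours at 37C. After MPER lysis, β-galactosidase reporter activity was read as FDG fluorescence (ex 480/em 540) after 30 minutes.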
* hit, by the source's call; ? = inconclusive; . = no result given; & = joins results of further samples; [ ] = dose if it differs, or a comment. Unless noted, calls come from the whole dose curve; as a rule, active = well fitted curve in the direction sought with a large enough effect; inconclusive = small, poorly fitted or top-dose-only effect, or another doubt; inactive = no such curve, though single readings can be large; an effect the other way counts as inactive or inconclusive.

SMILES	S-ASM inh	B2AR arrestin	Giardia kill	Tb PFK block	PKM2 activator	GALK inh	TSG101-PTAP inh	FBPA coupling cs	Menin-MLL TR inh	BCR signal inh	a7 integrin act
Cc1ccnc2nc(C(=O)Nc3nnc(-c4ccc(Cl)cc4)o3)nn12	-4%	0.1%	11	0%	-22%	-2%	-1%	6	19%	-20%	2%
O=C(Cn1ccc2ccccc2c1=O)N1CCN(c2cccc(Cl)c2)CC1	0%	-0.2%	-7	-7%	-4%	1%	-5%	5	.	-3%	-5%
O=C(NCCc1nc2ccccc2[nH]1)c1ccc(Br)o1	-3%	-0.2%	-11	-4%	.	0%	-1%	2	9%	-25%	11%
COc1ccc(CNC(=O)C(c2ccco2)N(C(=O)c2snc(C(N)=O)c2N)c2ccccc2OC)cc1 (stereo not drawn)	.	-0.2%	14	-1%	.	-3%	0%	-2	.	-4%	-7%
c1ccc(CSc2nnnn2-c2ccc3c(c2)OCCO3)nc1	1%	-0.3%	-10	?	0%	17%	-7%	0	4%	?	-22%
CCC(=O)N1CCc2cc(S(=O)(=O)NC(Cc3ccccc3)C(=O)O)ccc21 (stereo not drawn)	11%	0.3%	17	-2%	-1%	8%	-7%	0	8%	0%&-1%	?
COc1cccc(NC(=O)COC(=O)C2CC3CCCC(C2)C3=O)c1 (stereo not drawn)	4%	-0.3%	7	3%	.	.	-1%	.	.	3%	0%
CCCN(CCC)CCCNC(=O)c1cn(-c2ccc(OC)cc2)c(=O)c2ccccc12	2%	0.5%	6	-13%	.	.	-2%	0	-15%	-3%	7%
CCOC(=O)c1c(S(=O)(=O)NC2CCN(C(=O)OCC)CC2)c(C)n(C)c1C	-5%	-0.8%	?	-3%	.	0%	-5%	.	.	-1%	-12%
O=C(O)c1ccc2c(c1)C(=O)N(NC(=O)c1ccc(O)cc1)C2=O	-3%	-1.0%	-14	0%	-5%	.	0%	5	-1%	?	12%
O=C1CCN(C(=O)Nc2ccccc2Cl)N1	0%	0.2%	0	6%	-7%	-3%	-8%	2	1%	?	11%
COCCNC(=O)CCC1CCN(Cc2cccc(-c3ccc(C)o3)c2)CC1	0%	0.3%	10	0%	7%	5%	1%	0	-27%	15%	-10%
Cc1ccc(-c2nnc(/C=C/c3ccccc3)o2)cc1	-2%	-0.3%	-15	0%	-2%	0%	0%	0	-9%	10%	-2%
CCCOC(=O)c1ccc(NC(=O)C(=O)NCCN(CC)CC)cc1	-1%	-0.4%	-11	-2%	7%	2%	0%	-3	0%	-2%	-16%
CN(CCO)c1ncnc2c1sc1nc(N3CCOCC3)c3c(c12)CCC3	-1%	-0.4%	12	1%	6%	-1%	0%	-1	.	3%	-12%
CCOC(=O)CN1C(=O)N[C@@H](c2ccccc2)[C@H](C(C)=O)[C@H]1C	-1%	.	8	.	0%[11.5 µM]	.	-3%	3	6%[11.7 µM]	.	20%
CC(C)OC(=O)/C(C#N)=C/c1cn(C)c2ccccc12	2%	-0.2%	-26	0%	0%	0%	-3%	-4	.	?	-10%
CCOC(=O)CNC(=O)CSc1nnc(-c2cccc(OC)c2)n1CC	1%	-0.9%	1	1%	-1%	3%	-2%	7	-4%	1%	-1%
COc1ccc(CC(=O)NCc2n[nH]c(=S)n2-c2ccccc2)cc1	3%	-0.2%	-2	-3%	-10%	-1%	0%	6	8%	-4%	5%
CN(C)C(=O)/C(=C\c1ccc(-c2cccc([N+](=O)[O-])c2)o1)NC(=O)c1ccccc1	-6%	-0.2%	-18	-1%	6%	-2%	-1%	1	-1%	1%	-18%
Cc1nn(-c2ccc(N3CCCCC3)nn2)c(C)c1CCC(=O)Nc1cccc(F)c1	6%	-0.6%	1	2%	-8%	5%	2%	2	2%	5%	-8%
O=C(O)CCC(=O)N1CCCC1	-1%	-0.1%	-8	-3%	-1%	-1%	-1%	-2	-22%	7%	3%
CN(C)c1nc(N)nc(CSc2ccccn2)n1	1%	0.0%	7	-2%	-4%	-3%	0%	-1	-11%	-1%	22%
O=C(NCCc1ccc(Cl)cc1)Nc1ccc(F)cc1	-1%	0.5%	8	-4%	-1%	1%	2%	3	1%	-1%	-5%
Cc1ccc(NC(=O)CSC(C)c2nc3ccccc3c(=O)[nH]2)cc1 (stereo not drawn)	2%	4.7%	-10	-1%	0%	7%	-4%	-16	0%	0%	-11%
Cc1ccc(NC(=O)CSc2nnc([C@H](C)NC(=O)OC(C)(C)C)o2)c(C)c1	1%	0.1%	6	1%	20%	0%	1%	3	.	1%	13%
COCCNC(=O)CNC(c1ccccc1)c1ccccc1	.	0.2%	.	-4%	7%	0%	.	-4	-9%	3%	.
Nc1[nH]c(=S)nc2nc(-c3ccccc3)c(-c3ccccc3)nc12	69%[activator]	0.2%	-12	3%	-4%	6%	7%	3	0%	8%	2%
O=C(NCC1CCCO1)c1ccc(OC2CCN(C(=O)C3CC3)CC2)cc1 (stereo not drawn)	3%	6.5%	8	4%	5%	8%	-8%	5	.	?	17%
COc1ccc(CNC(=O)C(C)NCc2ccc(S(N)(=O)=O)cc2)cc1 (stereo not drawn)	3%	0.2%	1	0%	1%	-2%	-8%	-2	-1%	2%	-28%
COCCOC(=O)c1c(C)nc(SCC(=O)Nc2ccc(OC)cc2)c(C#N)c1-c1ccco1	-6%	0.0%	-12	3%	4%	-3%	-5%	3	-7%	3%	2%
CNc1nc(N)nc(OC(C(F)(F)F)C(F)(F)F)n1	1%	-0.2%	-7	2%	-2%	3%	-3%	1	-18%	-7%	-2%
CCN(CC(=O)Nc1cccc(C(C)=O)c1)S(=O)(=O)c1ccccc1	-5%	-0.6%	1	1%	-14%	1%	0%	-5	-3%	-7%	23%
CCNC(=O)NC(=O)C(C)OC(=O)[C@H](C)NS(=O)(=O)c1c(C)c(C)cc(C)c1C (stereo partly drawn)	1%	0.4%	24	-9%	1%	0%	1%	0	.	9%	19%
O=c1[nH]cnc2c1N=C(c1cccc([N+](=O)[O-])c1)CC(c1ccccc1)N2 (stereo not drawn)	4%	-1.0%	-11	-2%	1%	-2%	-4%	0	7%	?	16%
CCCCCN(C(=O)COC(=O)c1ccc(C)cc1)c1c(N)n(CCCC)c(=O)[nH]c1=O	4%	-0.2%	11	1%	.	.	1%	.	.	-2%	-37%
Cc1ccccc1CN1CCN(C(=O)CC(C)C)CC1	10%	-0.2%	10	2%	1%	6%	-4%	0	-7%	1%	17%
Cc1ccc(S(=O)(=O)NCC(c2ccccc2)N2CCN(CCC#N)CC2)cc1 (stereo not drawn)	2%	-0.1%	-11	-9%	-11%	0%	-4%	1	-18%	-8%	?
COc1ccc(C)cc1NC(=O)COC(=O)C1COc2ccccc2O1 (stereo not drawn)	-3%	0.2%	7	0%	.	.	-3%	.	.	0%	21%
CCN1CCN(CCNC(=O)c2ccc3c(c2)N(Cc2cccc(Cl)c2)C(=O)c2ccccc2S3=O)CC1 (stereo not drawn)	2%	0.0%	-11	0%	.	6%	-2%	1	-6%	-2%	-52%[inhibitor]
CC1CC(C)CN(CCOc2cccc(Cl)c2Cl)C1 (stereo not drawn)	0%	0.0%	7	-3%	-3%	0%	1%	3	-3%	?	-15%
Cn1c(-c2ccccc2)c[n+]2c1CCCCC2	5%	0.0%	-18	0%	-9%	11%	-2%	1	-21%	-2%	-6%
NS(=O)(=O)c1cccc(NC(=O)CC23CC4CC(CC(Br)(C4)C2)C3)c1	-1%	-0.2%	6	2%	1%	-2%	-2%	0	7%	3%	0%
CN1CCN(S(=O)(=O)c2ccccc2)CC1	-1%	-0.3%	-11&1	2%	2%[11.5 µM]	-1%	0%	1	6%	1%	5%
Cc1nc(C(=O)N2CCc3c([nH]c4ccccc34)C2c2ccccn2)cs1 (stereo not drawn)	-1%	0.1%	10	1%	5%	-1%	0%	0	8%	-2%	12%
Cc1ccc(C2N=C(N)Nc3nc(=O)c4ccccc4n32)cc1 (stereo not drawn)	10%	-0.3%	-27	0%	14%	0%	-2%	1	.	?	?
COc1ccc(S(=O)(=O)n2[nH]c(=O)c(CCO)c2C)c([N+](=O)[O-])c1	1%	0.2%	-2	1%	2%	15%	-1%	5	21%	-1%	0%

Not all compounds are listed (hit frequency here may not be typical).
